Bioassay records: PubChem, Broad Institute
T cruzi growth: T. cruzi intracellular proliferation inhibitors, primary screen, cell-based, beta-gal Tulahuen parasites, NIH3T3 host, luminescence; T. cruzi beta-gal in NIH3T3, GalScreen luminescence, 90 h; inhibition, % at 8.34 µM; 5.9% of 77,000 active;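 active means mean inhibition above about 93%, with at least 55% of replicates each passing it, limit read from the data, passing the limit was not always enough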
C diff growth: C. difficile growth inhibitors, primary screen, HTS | Clostridium difficile clinical isolate growth, OD600, 24 h; hits give low values | growth activity, negative = inhibition, % at 16 µg/mL (by protocol) | 0.25% of 86,000 active;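 active means mean growth activity at or below -80% and every replicate also at or below -80%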;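 further: 0% = DMSO wells and -100% = levofloxacin 16 µg/mL wells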
Pf Dd2 growth: P. falciparum Dd2 growth inhibitors, primary screen, SYBR Green fluorescence, single dose replicates; 72 h; hits give low values; activity change, % at 10 µM; 2.3% of 94,000 active; in the data active means activity change below about -80%
GASC1 inh: inhibitors of GASC-1 (KDM4C) histone demethylase, primary screen, biochemical, single concentration HTS; GST-KDM4C 2-372, H3K9me3 peptide, LANCE TR-FRET; 0.15% of 96,000 active; inhibition, % at 12.5 µM; Lysine-specific demethylase 4C (Homo sapiens), Q9H3R0;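 active means mean replicate inhibition above about 25%, with at least 55% of replicates also reaching it, limit read from the data, passing the limit was not always enough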
Target sequence (Q9H3R0 2-372 limits assumed): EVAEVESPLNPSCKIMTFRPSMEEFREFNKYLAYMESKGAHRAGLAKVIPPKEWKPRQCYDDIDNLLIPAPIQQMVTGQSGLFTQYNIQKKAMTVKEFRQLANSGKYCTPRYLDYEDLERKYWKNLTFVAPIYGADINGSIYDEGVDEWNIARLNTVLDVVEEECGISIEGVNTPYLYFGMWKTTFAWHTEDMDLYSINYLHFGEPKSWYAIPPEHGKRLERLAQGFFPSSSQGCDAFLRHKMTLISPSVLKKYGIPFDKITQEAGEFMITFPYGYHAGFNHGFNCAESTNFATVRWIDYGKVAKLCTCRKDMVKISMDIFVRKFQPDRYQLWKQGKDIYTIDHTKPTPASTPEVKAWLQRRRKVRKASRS
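reagent = H3K9me3 peptide substrate, Fe(II), 2-oxoglutarate | system = GST-tagged GASC-1 (JMJD2C) catalytic fragment, aa 2-372 | amount = enzyme final amount 10 nM | read-out = Fall in 671/618 emission ratio as inhibition | medium = HEPES buffer, pH 7.5, plus ascorbate | schedule = 30 min reaction, 60 min detection, RT | measured by = LANCE TR-FRET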
Active calls of the source: *; x = not tested or not shown; & = joins results of further samples.

smiles	T cruzi growth	C diff growth	Pf Dd2 growth	GASC1 inh
CCCC#Cc1ccc2c(c1)O[C@H](CN(C)C(=O)c1ccncc1)[C@@H](C)CN([C@H](C)CO)S2(=O)=O	74	5	-31	0.1
CCC(=O)N[C@@H]1C=C[C@H](CC(=O)NCC2CC2)O[C@H]1CO	x	-4	6	-0.1
CCCN(C)C[C@@H]1Oc2cc(C#C[C@H](C)O)ccc2S(=O)(=O)N([C@H](C)CO)C[C@@H]1C	44	1	-45	-1.5
CCC(=O)N(C)C[C@@H]1Oc2ncc(/C=C/c3ccccc3)cc2C(=O)N([C@@H](C)CO)C[C@H]1C	22	2	13	-1.6
CCCNC(=O)N1CC(=O)N2[C@H](CO)[C@@H](c3ccc(-c4ccc(C)cc4)cc3)[C@H]2C1	x	1	-15	-2.0
CCC(=O)NC[C@H]1[C@H](c2ccccc2)[C@H](CO)N1C(=O)C1CC1	-41	10	-8	0.7
O=C(CC1CC1)N1CC2(C1)[C@H](c1ccccc1)[C@H](CO)N2Cc1ccccn1	x	7	42	-0.4
COCC(=O)Nc1ccc2c(c1)OC[C@H](C)N(C(=O)c1cnccn1)C[C@H](C)[C@@H](OC)CN(C)C2=O	x	-9	43	1.4
CCC(=O)N[C@@H]1CC[C@@H](CCNC(=O)Nc2ccc(F)cc2)O[C@H]1CO	-24	3	7	1.3
C[C@@H]1CCCCO[C@H](CN(C)Cc2ccncc2)[C@@H](C)CN([C@H](C)CO)C(=O)c2cc(NC(=O)Nc3ccc4c(c3)OCO4)ccc2O1	-5	5	4	1.0
Cc1cccc(S(=O)(=O)N[C@@H]2CC[C@H](CCNC(=O)CCN3CCCCC3)O[C@H]2CO)c1	41	-5	1	-0.1
CCCC(=O)Nc1ccc2c(c1)C(=O)N(C)[C@@H]1CC[C@@H](CC(=O)O)O[C@@H]1CO2	-3	2	8	0.5
CCCN1C[C@@H](C)[C@H](OC)CN(C)C(=O)c2cc(NC(=O)Nc3ccccc3F)ccc2OC[C@@H]1C	-3	x	-17	1.0
C[C@@H]1CN([C@@H](C)CO)S(=O)(=O)c2ccc(-c3ccc(F)cc3)cc2O[C@@H]1CN(C)C(=O)Nc1ccc(F)cc1	123*	x	-24	2.1
O=S(=O)(Cc1ccccc1)N1CCCCN2[C@H](C1)[C@H](c1ccc(-c3cncnc3)cc1)[C@@H]2CO	33	1	-26	-0.4
CCS(=O)(=O)N1CCCCN2[C@H](C1)[C@H](c1ccc(-c3cccc(C#N)c3)cc1)[C@@H]2CO	107*	-1	-43	0.0
COc1ccc2c3c([nH]c2c1)[C@H](CO)N(C(=O)c1ccccc1)CC31CCN(S(=O)(=O)c2cccs2)CC1	x	-11	23	0.5
O=C(C[C@@H]1C[C@H]2c3cc(NC(=O)Nc4ccccc4F)ccc3O[C@H]2[C@H](CO)O1)NC1CCCCC1	-14	4	-2	-0.4
Cc1noc(C)c1NC(=O)Nc1ccc2c(c1)C(=O)N([C@@H](C)CO)C[C@H](C)[C@@H](CN(C)Cc1ccc(C(=O)O)cc1)O2	19	x	-14	-1.7
C[C@@H]1CN([C@H](C)CO)C(=O)c2cc(NC(=O)C3CCCCC3)ccc2O[C@@H](C)CCCCO[C@H]1CN(C)S(=O)(=O)c1ccccc1	27	-4	-67	-0.2
O=C(C[C@H]1CC[C@H]2[C@@H](COC[C@@H](O)CN2C(=O)Nc2ccccc2)O1)NCCCN1CCOCC1	57	x	-3	-0.6
C[C@H]1CN([C@@H](C)CO)S(=O)(=O)c2ccc(Br)cc2O[C@H]1CN(C)S(=O)(=O)c1ccccc1F	74	10	-45	1.4
C/C=C/c1ccc([C@H]2[C@@H](CO)N3C(=O)CN(C(=O)Cc4cccnc4)C[C@@H]23)cc1	x	-1	-5	3.0
CN1[C@@H]2Cn3c(ccc(/C=C/c4ccccc4)c3=O)[C@H]1[C@@H](C(=O)NC1CCCC1)[C@@H]2CO	x	3	15	-4.7
C[C@H]1CN([C@@H](C)CO)C(=O)Cc2cc(NC(=O)Cn3cnnn3)ccc2O[C@@H]1CN(C)CC1CCCCC1	5	-3	12	-1.0
COc1ccc(-c2ccccc2[C@H]2[C@@H](C#N)N(C(=O)C3CCC3)[C@@H]2CO)cc1	x	-7	8	1.3
COc1ccc(CN(C)C[C@@H]2Oc3c(NC(=O)c4cc(C)nn4C)cccc3C(=O)N([C@H](C)CO)C[C@H]2C)cc1	9	1	-13	2.6
COc1ccc(CN(C)C[C@@H]2OCCCC[C@@H](C)Oc3ccc(NC(=O)Nc4ccc5c(c4)OCO5)cc3C(=O)N([C@@H](C)CO)C[C@H]2C)cc1	49	x	-61	1.3
O=C(C[C@H]1C[C@H]2c3cc(NC(=O)C4CCC4)ccc3O[C@H]2[C@@H](CO)O1)NCc1ccc(-c2ccccc2)cc1	-9	-1	5	-9.8
CC(C)NC(=O)N1[C@H](CO)[C@H]2c3ccccc3N(C)C[C@H]21	-17	5	-3	1.1
COc1cccc(C#Cc2ccc([C@H]3[C@@H](CO)N4C(=O)CN(C(=O)C5CC5)C[C@@H]34)cc2)c1	x	-4	2	0.0
Cc1ccc(S(=O)(=O)N(C)C[C@@H]2Oc3cc(C#CC4CCCC4)ccc3S(=O)(=O)N([C@H](C)CO)C[C@H]2C)cc1	128*	16	-65	1.9
COc1ccccc1CNC(=O)C[C@@H]1C[C@H]2c3cc(NC(=O)Nc4ccccc4F)ccc3O[C@H]2[C@H](CO)O1	20	1	-39	6.7
CCCNC(=O)N1[C@H](CNC(C)=O)[C@@H](c2ccc(C3=CCCC3)cc2)[C@@H]1CO	32	-3	17	0.6
CCCNC(=O)N1CC(=O)N2[C@H](C1)[C@@H](c1ccc(C#Cc3cccc(F)c3)cc1)[C@@H]2CO	x	3	-15	-1.1
COC(=O)C[C@@H]1C[C@@H]2c3cc(NC(=O)C4CCC4)ccc3O[C@@H]2[C@H](CO)O1	18	-2	-11	-2.2
CN1C(=O)c2cc(NC(=O)c3cccc(F)c3)ccc2OC[C@@H]2O[C@@H](CC(=O)O)CC[C@@H]21	-22	-2	-45	-4.0
CCC(=O)Nc1ccc2c(c1)OC[C@@H](C)N(Cc1ccncc1)C[C@@H](C)[C@@H](OC)CN(C)C2=O	50	x	-15	0.5
C[C@H](CO)N1C[C@H](C)[C@H](CN(C)Cc2ccncc2)OCCCC[C@H](C)Oc2ccc(N(C)C)cc2C1=O	43	-1	1	1.5
C[C@H](CO)N1C[C@H](C)[C@@H](CN(C)Cc2cccnc2)Oc2ncc(C#CCc3ccccc3)cc2C1=O	62	-5	-59	0.8
CC(C)CC#Cc1cnc2c(c1)C(=O)N([C@@H](C)CO)C[C@@H](C)[C@H](CN(C)C(=O)c1cccc(F)c1)O2	x	x	-40	2.3
C[C@@H]1CN([C@@H](C)CO)C(=O)c2cc(/C=C/c3ccccc3)cnc2O[C@H]1CN(C)S(=O)(=O)c1ccc(F)cc1	85	-2	-25	-3.0
O=C(C[C@H]1CC[C@H]2[C@@H](COC[C@@H](O)CN2C(=O)Nc2cc(Cl)cc(Cl)c2)O1)NCC1CCCCC1	12	4	-3	-0.5
CO[C@H]1CN(C)C(=O)c2ccc(NC(=O)Nc3c(C)noc3C)cc2OC[C@H](C)N(CC2CC2)C[C@H]1C	40	x	11	-0.5
COc1ccc(-c2ccccc2[C@H]2[C@@H](C#N)N(C(=O)C3CCCC3)[C@H]2CO)cc1	x	-3	-98*	-0.1
C[C@H]1CN([C@@H](C)CO)C(=O)Cc2cc(NC(=O)Nc3ccc(C(F)(F)F)cc3)ccc2O[C@H]1CN(C)C(=O)Nc1ccc2c(c1)OCO2	x	4	12	-0.4
C[C@@H]1CCCCO[C@H](CN(C)C(=O)C2CCCCC2)[C@@H](C)CN([C@@H](C)CO)C(=O)c2cc(NS(=O)(=O)c3cccs3)ccc2O1	21	0	-67	-1.4
CO[C@@H]1CN(C)C(=O)c2ccc(NC(=O)C3CCOCC3)cc2OC[C@@H](C)N(Cc2ccc(F)cc2)C[C@H]1C	45	-6	-42	1.7

Among those listed so far, 2 have a thiophene ring, fused or not.
smiles	T cruzi growth	C diff growth	Pf Dd2 growth	GASC1 inh
COc1ccc2c3c([nH]c2c1)[C@H](CO)N(C(=O)c1ccccc1)CC31CCN(S(=O)(=O)c2cccs2)CC1	x	-11	23	0.5
C[C@@H]1CCCCO[C@H](CN(C)C(=O)C2CCCCC2)[C@@H](C)CN([C@@H](C)CO)C(=O)c2cc(NS(=O)(=O)c3cccs3)ccc2O1	21	0	-67	-1.4

Entries of single compounds from above. Screens in order: T cruzi growth	C diff growth	Pf Dd2 growth	GASC1 inh
`CCC(=O)Nc1ccc2c(c1)OC[C@@H](C)N(Cc1ccncc1)C[C@@H](C)[C@@H](OC)CN(C)C2=O` across the screens: 50	x	-15	0.5
`C[C@H](CO)N1C[C@H](C)[C@@H](CN(C)Cc2cccnc2)Oc2ncc(C#CCc3ccccc3)cc2C1=O` across the screens: 62	-5	-59	0.8
`CC(C)CC#Cc1cnc2c(c1)C(=O)N([C@@H](C)CO)C[C@@H](C)[C@H](CN(C)C(=O)c1cccc(F)c1)O2` across the screens: x	x	-40	2.3

Additional structures:
Every second line gives: T cruzi growth | C diff growth | Pf Dd2 growth | GASC1 inh
- CCCC#Cc1ccc([C@H]2[C@@H](CO)N3C(=O)CN(C(=O)Nc4cccc(F)c4)C[C@@H]23)cc1
  x | -12 | -33 | 0.2
- CN1C(=O)c2cc(NC(=O)C3CCCCC3)ccc2OC[C@H]2O[C@H](CC(=O)NCC3CCCCC3)CC[C@H]21
  x | -3 | -71 | -2.8
- C[C@@H]1CCCCO[C@@H](CN(C)Cc2ccc(Cl)c(Cl)c2)[C@H](C)CN([C@@H](C)CO)C(=O)c2cc(NC(=O)Nc3ccc4c(c3)OCO4)ccc2O1
  104 | -5 | -55 | -1.2
- C[C@@H]1CCCCO[C@@H](CN(C)CC2CC2)[C@H](C)CN([C@@H](C)CO)C(=O)c2cc(NC(=O)CCCN(C)C)ccc2O1
  x | 9 | 31 | 3.5
- Cc1ccccc1S(=O)(=O)N1C[C@@H](O)COC[C@@H]2O[C@H](CC(=O)NCCc3ccccc3)CC[C@H]21
  -43 | 2&-6 | 9 | 1.6
- O=C(C[C@H]1C=C[C@@H](NC(=O)Nc2ccccc2)[C@@H](CO)O1)NCc1cccc(F)c1
  x | 0 | 32 | -1.5
- CC(=O)N1[C@@H](CO)[C@H](c2ccccc2)[C@@H]1CNC(=O)CN1CCOCC1
  -4 | -3 | 24 | 0.5
- C[C@@H]1CCCCO[C@@H](CN(C)CC2CCCCC2)[C@@H](C)CN([C@H](C)CO)C(=O)c2cc(NC(=O)CCCN(C)C)ccc2O1
  -20 | 5 | -49 | 1.5
- CCCC(=O)Nc1ccc2c(c1)C(=O)N(C)[C@H]1CC[C@@H](CC(=O)NCCN3CCCCC3)O[C@@H]1CO2
  11 | -5 | -2 | 1.0
- COc1ccccc1-c1cn(CC[C@H]2CC[C@@H](NC(=O)C3CCOCC3)[C@@H](CO)O2)nn1
  -21 | x | -8 | -1.2
- CCN1[C@@H]2c3ccc(-c4ccccc4)c(=O)n3C[C@@H]2[C@@H](CO)[C@@H]1C(=O)NCC1CC1
  15 | -3 | 1 | 4.7
- Cn1cnc(S(=O)(=O)N2CCCCN3[C@H](CO)[C@H](c4ccc(C#CC5CCCC5)cc4)[C@H]3C2)c1
  111* | -14 | -41 | -0.1
- CCC(=O)Nc1ccc2c(c1)OC[C@H](C)N(C(=O)NC(C)C)C[C@@H](C)[C@H](OC)CN(C)C2=O
  68 | x | 37 | 1.3
- CC=Cc1ccc2n(c1=O)C[C@@H]1[C@@H](CO)[C@H](C(=O)NCCc3cn(C)cn3)N(C(=O)C3CCCC3)[C@H]21 (mixture of isomers)
  x | 1 | 44 | 0.7
- O=C(C[C@H]1CC[C@@H](NC(=O)Cc2ccccn2)[C@@H](CO)O1)NCCCN1CCOCC1
  x | 0 | 10 | -0.7
- C[C@@H]1CN([C@@H](C)CO)S(=O)(=O)c2ccc(C3=CCCC3)cc2O[C@@H]1CN(C)CC1CCOCC1
  x | x | 48 | 1.9
- CC(=O)N(C)C[C@@H]1Oc2ncc(C#Cc3ccccc3F)cc2C(=O)N([C@H](C)CO)C[C@H]1C
  -9 | -4 | 12 | -0.5
- Cc1noc(C)c1S(=O)(=O)N(C)C[C@@H]1Oc2ccc(NS(C)(=O)=O)cc2CC(=O)N([C@H](C)CO)C[C@H]1C
  8 | -1 | -3 | 0.1
- C[C@H]1CN([C@@H](C)CO)C(=O)Cc2cc(NS(=O)(=O)c3cccs3)ccc2O[C@@H]1CN(C)C(=O)Nc1ccccc1
  -9 | 0 | 15 | 0.0
- CN(C)CCCNC(=O)C[C@@H]1CC[C@H]2[C@@H](COc3ccc(NC(=O)c4ccccc4F)cc3C(=O)N2C)O1
  -5 | -2 | 4 | 3.1
- CCc1nc(N2[C@H](C#N)[C@@H](c3ccccc3-c3ccccc3C)[C@@H]2CO)sc1C
  x | 1 | -60 | 0.3
